Source: PubChem (several laboratories)
Fam108B counter = blocks mouse Fam108B hydrolase in RBBP9 counter-screen; recombinant Fam108B, FP-Rh probe fluorescence polarization; inhibition, % at 9.51 µM; 300,000 tested, 0.33% active; AID 1947;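 active = inhibition above the screen mean inhibition plus 3 SD, computed separately per campaign, cut at about 18% in these data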;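 note: inhibitors lower polarization as less probe binds the enzyme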
ZTA DNA inh = counter-screen for EBNA-1 inhibitors: inhibitors of Epstein-Barr virus ZTA | P03206 | ZTA-DNA binding, fluorescence polarization | inhibition, % at 11 µM | 320,000 tested, 0.15% active; in the data active = inhibition above about 33%
Target sequence (P03206 whole entry, looked up): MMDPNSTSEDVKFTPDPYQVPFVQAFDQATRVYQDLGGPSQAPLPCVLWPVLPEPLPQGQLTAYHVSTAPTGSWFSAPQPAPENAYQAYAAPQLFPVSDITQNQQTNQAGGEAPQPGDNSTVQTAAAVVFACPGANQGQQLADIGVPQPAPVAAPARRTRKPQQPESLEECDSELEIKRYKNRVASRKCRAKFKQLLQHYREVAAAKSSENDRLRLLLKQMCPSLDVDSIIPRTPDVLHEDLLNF
MCL1 BIM primary = MCL1-BIM-BH3 interaction inhibition (human); 320,000 tested, 0.68% active; AID 2057; inhibition, % at 10.9 µM; Q07820; GST-MCL1 / FITC-Bim-BH3 fluorescence polarization;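 active = inhibition above the mean inhibition of all tested compounds plus 3 SD, set per campaign, cut at about 40% in these data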;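 note: 0% = DMSO wells and 100% = unlabeled Bim-BH3 peptide control; higher means more loss of mP so more displacement of Bim peptide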
EBNA-1 inhibitor = blocks EBNA-1 binding to DNA; 300,000 tested, 0.34% active; AID 1950; inhibition, % at 14.8 µM; EBNA-1 DNA binding, fluorescence polarization; in the data active = inhibition above about 28%
Bcl-xL primary = blocks human Bcl-xL binding to Bim BH3 peptide. GST-Bcl-xL / FITC-Bim BH3 peptide fluorescence polarization. inhibition, % at 10.9 µM. 320,000 tested, 0.7% active. AID 2129;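 active = inhibition above the mean of all tested compounds plus 3 SD, cutoff set per campaign, cut at about 30% in these data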;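 note: 0% = DMSO wells and 100% = unlabeled Bim-BH3 peptide competitor; inhibitors lower millipolarization by displacing the labeled peptide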
Target sequence (Q07817 whole entry, looked up): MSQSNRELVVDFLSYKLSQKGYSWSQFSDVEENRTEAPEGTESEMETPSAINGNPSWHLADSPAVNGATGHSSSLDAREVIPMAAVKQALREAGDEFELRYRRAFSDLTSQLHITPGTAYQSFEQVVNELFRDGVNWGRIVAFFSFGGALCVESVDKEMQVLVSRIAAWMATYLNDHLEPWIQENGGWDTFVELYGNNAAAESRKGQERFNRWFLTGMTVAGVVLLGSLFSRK
GLD-1 TGE inh = GLD-1-TGE RNA interaction inhibition (C. elegans) | Q17339 | 320,000 tested, 0.44% active | inhibition, % at 5.96 µM | purified GLD-1 + fluorescein TGE RNA, fluorescence polarization;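 active = percent inhibition above a per-plate cutoff, the plate mean of test compounds plus 3 SD, cut at about 30% in these data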;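 note: 0% = DMSO wells with GLD-1 and probe and 100% = wells lacking GLD-1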
Yeast superoxide = lowers age-related superoxide in aged yeast cells | S. cerevisiae aged cells, superoxide DHE fluorescence; stronger effect = lower value | superoxide response (% of plate mean), % at 10 µM | 330,000 tested, 0.18% active | AID 2690;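 active = superoxide response under a set limit, about three screen SD below normal, cut at about 65% in these data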;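 note: yeast aged for seven days with compound at 30 °C before DHE staining; 100% = average MFI of all compound-treated wells on the plate with controls excluded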
MEX-5 binding = C. elegans MEX-5 TCR-2 RNA binding activity | Q9XUB2 | MEX-5/FITC-TCR2 RNA binding, fluorescence polarization; stronger effect = lower value | activity score (negative = inhibition of binding), % at 10 µM | 300,000 tested, 0.38% active | AID 1832;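 active = inhibition past about -25% in most replicates, and total fluorescence under double the plate's negative control median, limit read from the data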;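 note: 0% = DMSO and -100% = 5 µM competing unlabeled TCR2 RNA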
Target sequence (Q9XUB2 whole entry, looked up): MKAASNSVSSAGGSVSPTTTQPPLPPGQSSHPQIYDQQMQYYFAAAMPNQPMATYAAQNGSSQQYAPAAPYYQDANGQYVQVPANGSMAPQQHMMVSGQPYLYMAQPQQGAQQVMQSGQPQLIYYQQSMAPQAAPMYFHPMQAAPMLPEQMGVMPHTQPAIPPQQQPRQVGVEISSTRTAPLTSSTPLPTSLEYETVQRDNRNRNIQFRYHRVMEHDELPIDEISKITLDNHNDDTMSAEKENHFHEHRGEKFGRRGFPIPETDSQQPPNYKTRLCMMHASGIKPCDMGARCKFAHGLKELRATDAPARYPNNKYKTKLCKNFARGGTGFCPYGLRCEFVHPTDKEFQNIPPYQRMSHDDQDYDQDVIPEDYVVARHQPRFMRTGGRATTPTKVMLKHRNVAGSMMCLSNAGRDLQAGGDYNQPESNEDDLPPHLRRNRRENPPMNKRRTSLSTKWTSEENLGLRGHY
Efflux pump inh = blocks antifungal efflux pumps in multiplex yeast assay; AID 485275; inhibition, % at 10 µM; S. cerevisiae Candida pump triplex, Nile Red efflux; 330,000 tested, 0.44% active;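 active = plate passing quality check with inhibition over a set limit, or well fluorescence over plate mean plus 4 SD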;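 note: Nile Red retained in pooled yeast measured as flow cytometry median fluorescence; 0% = buffer negative control and 100% = Enniatin B positive control; higher means more Nile Red kept so more efflux inhibition; some compounds called inactive have numbers as strong as hits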
Active calls of the source: *; x = no result given. Hits appear at their usual frequency. Share with any hit: about 2.3%.

SMILES	Fam108B counter	ZTA DNA inh	MCL1 BIM primary	EBNA-1 inhibitor	Bcl-xL primary	GLD-1 TGE inh	Yeast superoxide	MEX-5 binding	Efflux pump inh
Cc1ccc(S(=O)(=O)N2CCCCC2)cc1NC(=O)CSCC(=O)O	-3	5	1	3	6	3	89	1.2	0.0
C#CCOCCOCCOCCNc1nc(N2CCOCC2)nc(N2CCN(C(=O)CCCCCCCCCCNC(=O)[C@@H]([C@H](C)CC)n3cc(CCCCCN)nn3)CC2)n1	2	2	-2	-3	3	7	106	x	-0.1
COCCN1Cc2cccc(C(=O)Nc3cccnc3)c2C1=O	2	-3	2	0	6	4	95	x	0.0
COC(=O)c1ccc(CN2[C@H](C(=O)OC)C[C@@]3(O)[C@H](O)[C@H](O)[C@H](O)C[C@@H]23)cc1	3	-13	10	2	5	5	97	-0.8	-0.1
CCOC(=O)c1ccc(Nc2cc(C)nc3nc(C)nn23)cc1	1	-8	-3	-4	4	7	100	0.8	0.5
CCc1ccc(NC(=O)C[n+]2cc(-c3ccc(C)cc3)n3c2CCC3)cc1	4	-3	-2	11	4	-7	87	-0.1	0.1
Cc1nn(C)cc1S(=O)(=O)Nc1cccc(Cl)c1	0	7	12	-7	3	6	83	1.5	-0.1
Cc1ccc(C(=O)NCc2ccc(F)cc2)s1	-3	8	2	6	-1	-1	99	0.7	-0.1
COc1cccc(-c2noc(-c3ccoc3C)n2)c1	2	-4	-3	-3	2	4	89	-2.9	0.0
Cn1c(N)c(C(c2ccccc2)c2c(N)n(C)c(=O)n(C)c2=O)c(=O)n(C)c1=O	3	-7	7	-5	5	1	91	-1.2	0.1
CCc1ccc(S(=O)(=O)NCCc2csc(C)n2)s1	2	-14	0	1	0	-2	123	-1.7	0.5
Cc1ccc(C)c(S(=O)(=O)N2CCN(C(=O)C3CC3C)CC2)c1 (centres undefined)	-2	-4	0	5	0	10	94	-1.6	0.1
CC(=O)Nc1ccc(S(=O)(=O)N2CCSC2c2ccccc2)cc1 (centres undefined)	-2	-1	3	-12	6	1	99	2.0	0.0
O=C(CSC(=S)N1CCOCC1)Nc1ncc2c(n1)CCCC2=O	-1	9	-2	-2	-2	1	110	2.6	-0.1
CC/C(=N\NC(=O)c1ccc(N(C)C)cc1)c1ccccc1	-3	-20	0	-2	-4	-5	109	0.6	0.0
CC(C)C(=O)Nc1ccc(NC(=O)c2cc3ccccc3o2)cc1	-2	-10	4	6	9	4	93	-0.2	0.0
COC(=O)c1sc(N/N=C/c2ccc(C(C)C)cc2)nc1C	4	-9	-3	-12	2	1	97	-2.3	0.8
O=C(O)/C=C/C(=O)NNC(=O)c1ccc(Br)cc1	3	0	5	4	5	2	97	x	0.0
COc1ccc(S(=O)(=O)NCCSC(C)(C)C)c(Cl)c1Cl	-1	-4	8	-9	2	6	134	-2.2	0.1
COc1ccc(N2C(=O)[C@@H]3[C@H](C2=O)[C@H](C(C)=O)N2c4ccccc4C=C[C@@H]32)cc1	2	7	23	-5	26	11	94	-0.7	0.0
COc1ccc(Nc2ccc(C(F)(F)F)cc2[N+](=O)[O-])cn1	0	13	10	1	12	1	97	1.1	0.1
O=C(CC1COc2ccccc2O1)NC1CCCCC1 (centres undefined)	2	2	1	7	-2	1	97	0.5	0.2
COc1ccc(-c2onc(C)c2-c2ccc3c(c2)OCCO3)c(O)c1	0	5	8	0	3	1	98	3.2	0.0
CN(CC(=O)Nc1ccccc1Cl)C(=O)COc1cccc2c1OC(C)(C)C2	0	-15	-8	0	-6	5	98	1.6	0.0
O=C(O)C(c1ccccc1)N1C(=O)c2ccccc2C1=O (centres undefined)	1	-26	-4	1	8	9	100	-8.9	0.2
O=C(COC(=O)c1ccccc1SCC(=O)N1CCCC1)Nc1ccccc1	1	-4	1	-11	-1	3	x	-3.4	0.0
CC(C)Cc1cc(C(=O)NCc2cccnc2)no1	-2	-5	-3	3	-4	1	111	0.6	-0.1
CC(NC(=O)C1CCCN1S(=O)(=O)c1ccccc1)c1ccccc1 (centres undefined)	2	-9	-2	0	-2	-2	89	-3.8	-0.2
Cc1ccc(C(=O)N(C)Cc2ccccc2)cc1S(=O)(=O)N1CCOCC1	-3	14	0	14	-1	-4	105	-1.1	0.0
CC(=O)c1sc(NC(=O)CSC(C)C(=O)Nc2cc(C)on2)nc1-c1ccccc1 (centres undefined)	1	-4	-5	3	5	1	92	1.7	0.0
CN(C(=O)COc1ccccc1)c1nnc(-c2ccncc2)s1	-2	11	2	11	5	3	93	-0.6	0.1
CC(=O)c1cccc(NC(=O)CCCNC(=O)c2ccc(Cl)cc2)c1	-1	18	-8	8	-3	2	92	1.2	-0.1
O=C(COC(=O)COc1ccc(Cl)cc1)NC1CC1	x	-12	-6	x	-5	2	115	x	-0.2
O=C(CC1SC(N2CCCC2)=NC1=O)Nc1ccc(C(=O)N2CCN(c3cccc(Cl)c3)CC2)cc1 (centres undefined)	0	8	0	-5	3	-6	113	-0.9	-0.1
Clc1ccccc1C1Nc2cccc3cccc(c23)N1	6	-3	36	-7	38*	10	91	-2.7	0.4
CN(C)C(=O)c1cn(-c2ccc(Cl)cc2)c(=O)c2ccccc12	-1	-9	4	-5	7	4	107	-3.9	-0.1
COc1ccccc1N1CCN(C(=O)CCSCc2ccccc2F)CC1	4	-9	-9	3	-1	3	96	x	0.0
Cc1ccc(CNCC(O)(c2ccccc2)c2ccccc2)cc1	9	-6	0	-9	1	-1	104	1.4	0.3
CN1CCN(C(=O)c2cc3ccccc3oc2=O)CC1	-2	-2	3	-12	5	-7	93	0.1	-0.1
CCOC(=O)C(=CNc1ccc(C)cc1C)C(=O)OCC	0	0	0	-9	-5	11	96	2.2	0.2
C=CCn1c(CSc2nc3ccccc3s2)nnc1SCC(=O)NCc1ccco1	-2	-11	23	-1	6	-1	88	x	-0.1
CC1(C)Cc2c(c(-c3ccccc3)nc(N3CCCC3)c2C(N)=O)CO1	5	-6	4	-12	4	-2	99	0.8	0.0
Cc1ccc(NC(=O)Nc2ccc3c(c2)N(C)C(=O)CS3)nc1	-1	-6	-3	-2	3	-2	108	-6.5	0.1
CN(C(=O)CC1C(=O)NCCN1Cc1ccccc1C(F)(F)F)C1CCOCC1 (centres undefined)	1	-5	16	-7	21	11	98	-0.5	0.4
Cc1ccc(OCC(=O)Nc2ccc3c(c2)OCO3)c([N+](=O)[O-])n1	4	3	-3	-2	4	2	107	-0.2	5.0
CCNC(=S)N/N=C(\C)c1ccc(Cl)s1	7	16	5	-5	1	1	101	1.2	0.1
O=C1CSC(c2ccccn2)N1c1ccc(Br)cc1 (centres undefined)	0	-3	6	-1	5	-2	88	-1.1	-0.1
Cc1ccc(-n2ncc3c(=O)[nH]c(SCC(=O)N4CCN(c5ccccc5)CC4)nc32)cc1	-5	6	1	-3	1	3	90	2.4	-0.2
COc1ccc(OC)c(NC(=O)CSc2nc(=O)n(Cc3ccccn3)c3c2CCC3)c1	1	11	4	10	3	10	97	-0.4	-0.1
NC(=O)c1ccsc1N	11	-3	189*	2	177*	119*	115	-35*	0.0
Fc1cccc(CCN2CCN=C2Nc2ccccc2)c1	2	-6	-1	-2	4	6	92	x	-0.2
COc1cc(OC)c(OC)cc1CN1CCCC(C(=O)c2ccc3c(c2)OCO3)C1 (centres undefined)	1	20	9	6	6	-3	84	0.4	0.0
COc1cccc(C(CC(=O)Nc2cccc3ccccc23)NC(=O)c2ccccc2)c1 (centres undefined)	-27	6	-5	6	1	-5	108	1.2	-0.1
CCOC(=O)c1c(NC(=O)CC)sc(C(=O)N2CCCCC2)c1C	1	-12	2	-3	0	1	87	1.2	0.0
CC(=O)Nc1cccc2c1C(=O)N(c1cccc(OC(C)=O)c1)C2=O	-2	-2	4	-8	3	0	108	-2.4	0.1
CCN(CC)S(=O)(=O)c1ccc2c(c1)N(CC(=O)N1CCCC1)C(=O)CO2	-5	-12	3	-4	-1	3	105	-1.6	-0.1
CCn1c(Cn2nnc(-c3ccccc3)n2)nnc1SCC(=O)N1CCOCC1	-4	-7	-4	0	0	6	96	-1.1	0.0
CCN(CC(=O)Nc1cc(Cl)ccc1C)C(=O)CSCc1c(C)noc1C	-3	-11	0	-12	-1	6	100	0.2	-0.1
COc1ccc(CCC(=O)Nc2ccc3c(c2)OCCO3)cc1	-88	55*	-1	27	7	1	114	0.6	0.3
CCOc1ccc(NC(=O)CNS(=O)(=O)c2c(C)cc(C)cc2C)cc1	-5	-17	-2	1	1	-3	99	-0.4	-0.3

(further entries)
SMILES	Fam108B counter	ZTA DNA inh	MCL1 BIM primary	EBNA-1 inhibitor	Bcl-xL primary	GLD-1 TGE inh	Yeast superoxide	MEX-5 binding	Efflux pump inh
O=C(Nc1ccc(S(=O)(=O)NCc2ccco2)cc1)c1cccc(F)c1	6	1	5	-3	7	-2	84	0.0	0.1
COc1ccc(-c2cc(C(=O)NN)n(-c3ccccc3)n2)cc1	-8	-10	7	-8	4	-6	93	-2.0	0.1
N#CCC(=O)N1CCCCCC1	-7	-4	5	6	5	8	87	-1.0	-0.4
C/C(=N\Nc1ccccc1C(=O)O)c1ccncc1	-1	3	-2	-8	3	-1	102	3.3	-0.2
O=C1C(=O)N(CCCc2ccccc2)c2ccccc21	-4	9	7	8	1	1	107	-0.1	0.0
Cc1nc(C(=O)O)sc1C1(C)CC(c2cccc([N+](=O)[O-])c2)=NO1 (centres undefined)	-2	3	0	6	5	6	x	4.3	x
CCc1cc(-c2ccc3c(c2)COc2c4ccccc4nn2-3)on1	2	-6	-6	2	2	-14	x	0.0	x
COc1ccc(C(=O)Nc2ccc3nc(N4CCOCC4)sc3c2)cc1OC	x	0	-19	x	-8	-1	101	x	-0.2
O=C(Nc1ccccc1)c1cnc2ccccc2n1	-1	0	2	0	4	-1	116	-0.3	0.2
Cc1cc(C)c[n+](CC(=O)c2ccc(NC(=O)c3ccccc3)cc2)c1	11	-25	1	5	1	9	96	0.0	-0.2
CSc1ccc(C(=O)/C=C/c2ccc(N)cc2)cc1	6	10	4	2	-2	6	101	0.9	0.3
COc1ccccc1N1CCN(C2CCCN(S(=O)(=O)c3ccc(C)cc3)C2)CC1 (centres undefined)	0	-9	7	0	3	0	107	0.5	-0.3
O=C(CCCNC(=O)c1ccc(Cl)cc1)Nc1ccc(F)c(S(=O)(=O)N2CCOCC2)c1	x	-3	-6	x	3	-1	71	x	0.0
COc1ccc2c(c1)c(=O)oc1c(C)c(OCc3cc(C(=O)O)oc3C)ccc12	-5	-8	7	4	4	-1	96	-0.1	-0.3
Cc1cc(C)c(C)c(S(=O)(=O)N2CCCCC2C(=O)O)c1C (centres undefined)	-1	7	-2	-10	1	-14	113	-1.5	0.3
CCN(CC(=O)Nc1ccc(NC(C)=O)cc1)C(=O)c1oc2c(ccc3ccccc32)c1C	x	-1	2	x	11	5	82	x	-0.2
Cc1ccc(S(=O)(=O)c2ccccc2)cc1S	-3	-2	7	-10	14	-9	89	-1.0	0.4

An excerpt from above, reduced to ZTA DNA inh and Efflux pump inh.
mol | ZTA DNA inh | Efflux pump inh
COC(=O)c1sc(N/N=C/c2ccc(C(C)C)cc2)nc1C | -9 | 0.8
O=C(O)/C=C/C(=O)NNC(=O)c1ccc(Br)cc1 | 0 | 0.0
COc1ccc(S(=O)(=O)NCCSC(C)(C)C)c(Cl)c1Cl | -4 | 0.1
